NTMT1 inh – Primary qHTS for Inhibitors of N-terminal methyltransferase 1 (NTMT1): MTaseGlo Assay; AID 1645870, 2021; 59,000 compounds, 2.5% hits; NTMT1 MTase-Glo SAH luminescence, purified enzyme; N-terminal Xaa-Pro-Lys N-methyltransferase 1 (Homo sapiens), Q9BV86; Potency, µM (highest dose often 114 µM), for the others: top-dose activity change, negative = inhibition, hits mostly inhibitors;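 note: plate controls were DMSO vehicle for no effect and no enzyme for full effect; nearly all actives have a fitted effect of over 65% in size; many of its hits are not listed in these tables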
Target sequence (Q9BV86 whole entry, looked up): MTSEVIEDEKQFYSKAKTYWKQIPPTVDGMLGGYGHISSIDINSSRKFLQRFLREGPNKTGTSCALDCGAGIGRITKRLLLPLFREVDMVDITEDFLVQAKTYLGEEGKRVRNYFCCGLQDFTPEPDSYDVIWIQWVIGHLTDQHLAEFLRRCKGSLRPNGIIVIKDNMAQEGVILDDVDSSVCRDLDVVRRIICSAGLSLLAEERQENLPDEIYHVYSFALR
FH mod – Identification of activators of human fumarate hydratase by quantitative high-throughput screening | AID 1347055, 2019 | 54,000 compounds, 0.22% hits | Fumarate hydratase, mitochondrial (Homo sapiens), P07954 | Potency, µM (doses to about 79.9 µM), without a hit: top-dose activity change, negative = inhibition, hits mostly inhibitors | FH coupled MDH/diaphorase resazurin fluorescence, 15 min; note: the screen sought activators but most active calls are inhibition curves; nearly all actives have a fitted effect of over 45% in size
Target sequence (P07954 whole entry, looked up): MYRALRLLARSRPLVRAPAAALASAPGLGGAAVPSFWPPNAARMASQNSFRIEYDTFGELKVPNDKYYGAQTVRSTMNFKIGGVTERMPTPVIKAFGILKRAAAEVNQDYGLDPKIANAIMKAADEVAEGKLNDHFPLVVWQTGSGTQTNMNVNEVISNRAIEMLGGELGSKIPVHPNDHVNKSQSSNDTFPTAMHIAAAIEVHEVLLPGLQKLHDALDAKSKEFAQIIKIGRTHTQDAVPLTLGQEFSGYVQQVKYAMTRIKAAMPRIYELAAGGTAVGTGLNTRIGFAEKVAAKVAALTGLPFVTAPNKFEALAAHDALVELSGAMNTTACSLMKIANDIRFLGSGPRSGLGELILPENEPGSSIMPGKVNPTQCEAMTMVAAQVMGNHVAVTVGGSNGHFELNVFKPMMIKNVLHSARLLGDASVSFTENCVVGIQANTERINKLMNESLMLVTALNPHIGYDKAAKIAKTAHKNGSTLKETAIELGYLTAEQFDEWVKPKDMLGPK
Active calls of the source: *; ? = inconclusive; & = joins results of further samples; ! = a repeat was not active; [ ] = remark or other dose. Calls come from the whole dose curve; as a rule, active = well fitted curve in the direction sought with a large enough effect; inconclusive = small, poorly fitted or top-dose-only effect, or another doubt; inactive = no such curve, though single readings can be large; an effect the other way counts as inactive or inconclusive. Unless noted, % is set by controls: 0 for no effect and ±100 for the full control effect; potency is the fitted concentration of half-maximal effect.

SMILES	NTMT1 inh	FH mod
C=C(C)[C@@H]1CC=C(COC(=O)NC(=O)c2ncn3c(=O)n(C)nnc23)CC1	-3.5%[57.5 µM]	26.3%
Cn1cc(C2=C(c3ccc(Cl)cc3Cl)C(=O)NC2=O)c2ccccc21	2.4%	0.4%
C=CC(C)(C)C1(CC2NC(=O)C3CCCN3C2=O)C(=O)Nc2cc3c(cc21)C=CC(C)(C)O3 (stereo unspecified)	-4.4%[29.8 µM]	28.7%[53.3 µM]
C=C[C@@](C)(O)CC/C=C(\C)C(=O)O[C@@H]1[C@@H]2O[C@]2(C)[C@H]2[C@H](O[C@@H]3O[C@H](CO)[C@@H](O)[C@H](O)[C@H]3O)OC=C[C@@]12O	8.6%[29.8 µM]	6.6%[53.3 µM]
Cc1ccc(C(C)C)c(O[C@@H]2O[C@H](CO)[C@@H](O)[C@H](O)[C@H]2O)c1	4.4%[29.8 µM]	0.0%[53.3 µM]
Cc1ccc(C(N)=O)cc1Nc1nccc(-c2cn(C(C)C)c3cnccc23)n1	11.2µM*	-19.7%[53.3 µM]
OC[C@H]1O[C@@H](OCCc2ccc(O)cc2)[C@H](O[C@@H]2OC[C@](O)(CO)[C@H]2O)[C@@H](O)[C@@H]1O	3.8%[29.8 µM]	4.2%[53.3 µM]
CC(C)(O)C1CC(=O)C2(C)C(CCC3(C)C(c4ccoc4)OC(=O)C4OC432)C12CCC(=O)OC2 (stereo unspecified)	11.6%[29.8 µM]	5.2%[53.3 µM]
CC1(COc2ccc(CC3SC(=O)NC3=O)cc2)CCCCC1 (stereo unspecified)	?	?
CC(CCC1(O)OC2CC3C4CC=C5C[C@@H](O[C@@H]6O[C@H](CO)[C@@H](O[C@@H]7O[C@@H](C)[C@H](O)[C@@H](O)[C@H]7O)[C@H](O)[C@H]6O[C@@H]6O[C@@H](C)[C@H](O)[C@@H](O)[C@H]6O)CC[C@]5(C)C4CC[C@]3(C)[C@@]2(O)[C@@H]1C)CO[C@@H]1O[C@H](CO)[C@@H](O)[C@H](O)[C@H]1O (stereo partly specified)	-12.5%[12.6 µM]	0.4%[20.6 µM]
CC(C)=CCC/C(C)=C/COCC1OC(n2ccc(=O)[nH]c2=O)C(O)C1O (stereo unspecified)	-4.3%[29.8 µM]	2.6%[53.3 µM]
C[C@@H](N[C@H]1CCCC[C@@H]1NC(=O)c1ccc(Cl)cc1)c1cccc2ccccc12	-1.7%[57.5 µM]	?
C#C[C@]1(OC(C)=O)CC[C@H]2[C@@H]3CCC4=C[C@@H](OC(C)=O)CC[C@@H]4[C@H]3CC[C@@]21C	4.8%&33.7%[57.5 µM]	-19.0%
CCCCCCc1cccc(NC(=O)[C@H](N)CCP(=O)(O)O)c1	1.2%[12.6 µM]	-1.2%[20.6 µM]
CCCNC(=O)Nc1ccc(Oc2ncnc3cc(OC)c(OC)cc23)cc1Cl	17.1%&29.8%[57.5 µM]	1.2%
OC[C@@]1(O)CO[C@H](OC[C@H]2O[C@@H](OC(CCCCc3ccc(O)cc3)CCc3ccc(O)cc3)[C@H](O[C@H]3OC[C@](O)(CO)[C@H]3O)[C@@H](O)[C@@H]2O)[C@@H]1O (stereo partly specified)	-1.7%[12.6 µM]	-1.1%[20.6 µM]
C=CC(C)(CC/C=C(\C)CC/C=C(\C)CC(O)/C=C(\C)C(=O)O)O[C@@H]1O[C@H](CO)[C@@H](O)[C@H](O)[C@H]1O[C@@H]1O[C@H](CO)[C@@H](O)[C@H](O)[C@H]1O (stereo partly specified)	11.7%[12.6 µM]	-8.7%[20.6 µM]
COc1ccnc(CS(=O)c2nc3ccc(OC(F)F)cc3[nH]2)c1OC (stereo unspecified)	?	1.1%&-10.7%[53.3 µM]
CCN1CCCC1=O	42.7%[activator][57.5 µM]	-3.6%[53.3 µM]
C[C@]1(OC(=O)/C=C/c2ccccc2)C[C@@H](O)[C@]2(O)C=CO[C@@H](O[C@@H]3O[C@H](CO)[C@@H](O)[C@H](O)[C@H]3O)[C@@H]21	12.2%[29.8 µM]	4.1%[53.3 µM]

A draw from above in order of number of heavy atoms, smallest number first:
SMILES	NTMT1 inh	FH mod
CCN1CCCC1=O	42.7%[activator][57.5 µM]	-3.6%[53.3 µM]
Cc1ccc(C(C)C)c(O[C@@H]2O[C@H](CO)[C@@H](O)[C@H](O)[C@H]2O)c1	4.4%[29.8 µM]	0.0%[53.3 µM]
CC1(COc2ccc(CC3SC(=O)NC3=O)cc2)CCCCC1 (stereo unspecified)	?	?
Cn1cc(C2=C(c3ccc(Cl)cc3Cl)C(=O)NC2=O)c2ccccc21	2.4%	0.4%
CC(C)=CCC/C(C)=C/COCC1OC(n2ccc(=O)[nH]c2=O)C(O)C1O (stereo unspecified)	-4.3%[29.8 µM]	2.6%[53.3 µM]
C#C[C@]1(OC(C)=O)CC[C@H]2[C@@H]3CCC4=C[C@@H](OC(C)=O)CC[C@@H]4[C@H]3CC[C@@]21C	4.8%&33.7%[57.5 µM]	-19.0%
C[C@@H](N[C@H]1CCCC[C@@H]1NC(=O)c1ccc(Cl)cc1)c1cccc2ccccc12	-1.7%[57.5 µM]	?
OC[C@H]1O[C@@H](OCCc2ccc(O)cc2)[C@H](O[C@@H]2OC[C@](O)(CO)[C@H]2O)[C@@H](O)[C@@H]1O	3.8%[29.8 µM]	4.2%[53.3 µM]
C=CC(C)(C)C1(CC2NC(=O)C3CCCN3C2=O)C(=O)Nc2cc3c(cc21)C=CC(C)(C)O3 (stereo unspecified)	-4.4%[29.8 µM]	28.7%[53.3 µM]
CC(C)(O)C1CC(=O)C2(C)C(CCC3(C)C(c4ccoc4)OC(=O)C4OC432)C12CCC(=O)OC2 (stereo unspecified)	11.6%[29.8 µM]	5.2%[53.3 µM]
C[C@]1(OC(=O)/C=C/c2ccccc2)C[C@@H](O)[C@]2(O)C=CO[C@@H](O[C@@H]3O[C@H](CO)[C@@H](O)[C@H](O)[C@H]3O)[C@@H]21	12.2%[29.8 µM]	4.1%[53.3 µM]
C=C[C@@](C)(O)CC/C=C(\C)C(=O)O[C@@H]1[C@@H]2O[C@]2(C)[C@H]2[C@H](O[C@@H]3O[C@H](CO)[C@@H](O)[C@H](O)[C@H]3O)OC=C[C@@]12O	8.6%[29.8 µM]	6.6%[53.3 µM]
C=CC(C)(CC/C=C(\C)CC/C=C(\C)CC(O)/C=C(\C)C(=O)O)O[C@@H]1O[C@H](CO)[C@@H](O)[C@H](O)[C@H]1O[C@@H]1O[C@H](CO)[C@@H](O)[C@H](O)[C@H]1O (stereo partly specified)	11.7%[12.6 µM]	-8.7%[20.6 µM]
CC(CCC1(O)OC2CC3C4CC=C5C[C@@H](O[C@@H]6O[C@H](CO)[C@@H](O[C@@H]7O[C@@H](C)[C@H](O)[C@@H](O)[C@H]7O)[C@H](O)[C@H]6O[C@@H]6O[C@@H](C)[C@H](O)[C@@H](O)[C@H]6O)CC[C@]5(C)C4CC[C@]3(C)[C@@]2(O)[C@@H]1C)CO[C@@H]1O[C@H](CO)[C@@H](O)[C@H](O)[C@H]1O (stereo partly specified)	-12.5%[12.6 µM]	0.4%[20.6 µM]

(continued)
SMILES	NTMT1 inh	FH mod
Clc1ccc(CN[C@H]2CCN(c3ncc(Br)cn3)C2)c(Cl)c1	-3.4%[57.5 µM]	-8.0%
CC1CCC(=O)CC(O)C(O)CC(=O)O1 (stereo unspecified)	24.1%[57.5 µM]	6.6%
COc1cc(N)c(Cl)cc1C(=O)NC[C@@H]1CCN2CCC[C@@H]12	-2.9%[57.5 µM]	0.2%
O=C(Nc1ccc2c(c1)CCN(Cc1ncn[nH]1)C2)c1ccccc1-c1ccc(C(F)(F)F)cc1	28.0%[57.5 µM]	13.3%
OC(CCN1CCCC1)(c1ccccc1)C1CCCCC1 (stereo unspecified)	-3.4%[57.5 µM]	6.5%[53.3 µM]
S=c1ssc2c1CCC2	?	-1.2%
Cc1cc(N2CCN(C(=O)Oc3ccc(-c4ccccc4)cn3)CC2)c2ccccc2n1	0.6%[57.5 µM]	-7.6%
C=C[C@@]12COC(=O)C(=C)C1[C@@H](O)[C@H](C(=C)C(=O)OC)[C@@H](OC(=O)C(=C)CO)C2 (stereo partly specified)	12.4%[29.8 µM]	5.3%[53.3 µM]
CC(C)n1nc(-c2ccc(NC(=O)Nc3cccc(C(F)(F)F)c3)cc2)c2c(N)ncnc21	2.2%	?
N=C(N)c1ccc2cc(OC(=O)c3ccc(N=C(N)N)cc3)ccc2c1	79.4µM*!	-2.5%&-2.8%[53.3 µM]
CCOC(=O)c1c(CSc2ccccc2)n(C)c2cc(Br)c(O)c(CN(C)C)c12	?	6.3%[53.3 µM]
C[C@H]1CC[C@@]2(OC1)O[C@H]1CC3C4CC[C@H]5C[C@@H](O[C@@H]6O[C@H](CO)[C@H](O[C@@H]7O[C@H](CO)[C@@H](O)[C@H](O[C@@H]8OC[C@@H](O)[C@H](O)[C@H]8O)[C@H]7O[C@@H]7O[C@H](CO)[C@@H](O)[C@H](O)[C@H]7O)[C@H](O)[C@H]6O)[C@H](O)C[C@]5(C)C4=CC(=O)[C@]3(C)[C@H]1[C@@H]2C (stereo partly specified)	0.9%[12.6 µM]	4.2%[20.6 µM]
CCN[C@@H]1C[C@H](N)[C@@H](OC2OC(CN)=CCC2N)[C@H](O)[C@H]1O[C@H]1OC[C@](C)(O)[C@H](NC)[C@H]1O (stereo partly specified)	8.7%[0.501 µM]	3.1%[0.673 µM]
CNC(=S)NS(=O)(=O)c1cc(CCNC(=O)c2cc(Cl)ccc2OC)ccc1OC	4.3%[57.5 µM]	-0.9%
CN1CCN(C2=Nc3cc(Cl)ccc3Nc3ccccc32)CC1	?	-15.7%&-0.8%&-2.6%[53.3 µM]
C=C1CCC2C(C)(C)CC(O)CC2(C)C1CCC(C)CCOC(=O)CCC(=O)O (stereo unspecified)	-8.8%[29.8 µM]	-8.1%[53.3 µM]
Oc1ccc([C@@H]2Oc3ccc(O)cc3[C@@H]3CCC[C@@H]32)cc1	?	-4.2%
Cn1cc(-c2ccc3ncc(Cc4ccc5ncccc5c4)n3n2)cn1	?	?
CC(=O)OC1/C(C)=C/C(=O)C(OC(C)=O)C(C)(C)/C=C/C(C)C(=O)C2(OC(C)=O)CC(C)C(OC(=O)c3ccccc3)C12 (stereo unspecified)	-2.8%[12.6 µM]	-1.3%[20.6 µM]
Cc1ccc(OC[C@H](O)[C@H](C)NC(C)C)c2c1CCC2	8.0%[57.5 µM]	-16.1%
Fc1ccc2[nH]c(CN3CCN(c4ccccn4)CC3)cc2c1	5.3%[57.5 µM]	-3.2%
CC(NN)c1ccccc1 (stereo unspecified)	-0.3%[29.8 µM]	4.5%[20.6 µM]
CS(=O)(=O)c1ccc([C@@H](O)[C@@H](CO)NC(=O)C(Cl)Cl)cc1	8.9%&9.1%[57.5 µM]	0.8%&5.9%[53.3 µM]
CN1[C@H]2CC(OC(=O)[C@@H](CO)c3ccccc3)C[C@H]1[C@H]1O[C@H]12 (stereo partly specified)	6.1%[29.8 µM]	1.5%[20.6 µM]
OCCC#Cc1nc(-c2ccc(F)cc2)c(-c2ccncc2)n1CCCc1ccccc1	?	?
COc1cc(C(=O)NC2CCN(C)CC2)ccc1Nc1ncc2c(n1)N(C1CCCC1)CCC(=O)N2C(C)C	22.4µM*	23.1%[53.3 µM]
NC(=O)N1c2ccccc2CC(=O)c2ccccc21	12.3%&5.4%[57.5 µM]	4.2%&0.0%[53.3 µM]
Nc1ncnc2c1ncn2[C@@H]1O[C@H](CO)[C@@H](O)[C@@H]1O	-9.1%	0.3%[53.3 µM]
CC(=O)/C=C/C1(O)C(C)CC(O[C@@H]2O[C@H](CO)[C@@H](O)[C@H](O)[C@H]2O)CC1(C)C (stereo partly specified)	-11.8%[29.8 µM]	-0.2%[53.3 µM]
COc1ccc(C[C@H](N)C(=O)N[C@@H]2[C@H](O)[C@H](n3cnc4c(N(C)C)ncnc43)O[C@@H]2CO)cc1	-9.7%[57.5 µM]	1.1%
CC(=O)OC1C(=O)C2C3OCC4=C3[C@@](C)(CC[C@@H]4O)CC[C@]2(C)[C@H]1C(C)C (stereo partly specified)	6.8%[29.8 µM]	-0.7%[53.3 µM]
O=C(NOCCO)c1ccc2cncn2c1Nc1ccc(I)cc1F	-10.0%	3.5%
NC(CO)C(=O)NNCc1ccc(O)c(O)c1O (stereo unspecified)	9.1%&-10.1%[57.5 µM]	?
CC(C)NC[C@@H](O)COc1ccc(CC(N)=O)cc1	15.4%[57.5 µM]	4.2%[53.3 µM]
C/C=C/[C@@H]1C=C[C@@H]2C[C@H](C)CC[C@H]2[C@]1(C)/C(O)=C1/C(=O)[C@@H](CO)N(C)C1=O	14.9%[29.8 µM]	2.0%[53.3 µM]
CC(=O)Nc1nnc(S(N)(=O)=O)s1	2.7%[57.5 µM]	-11.1%&-2.7%[53.3 µM]
CC1(C)C(=O)CCC2(C)C1C(O)C=C1COC(=O)C12O (stereo unspecified)	-3.1%[57.5 µM]	-0.7%
N#Cc1cccc(-c2nc(-c3cccnc3)no2)c1	1.9%[29.8 µM]	0.2%[53.3 µM]

Screening data as filed in PubChem.

Only part of the results is shown; the hit share may differ from the screen's.
